Compound activity as filed in PubChem.
Gli-Sufu antag: Gli-Sufu pathway antagonism | Sufu-KO-LIGHT fibroblasts, Gli luciferase reporter luminescence | 340,000 compounds, 0.74% hits | AID 588413 | inhibition, % at 5 µM;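 active means inhibition above about 55%, limit read from the data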;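 further: 0% = DMSO-treated cells and 100% = wells with medium but no cells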
UBC13 inh: inhibitors of human UBC13 polyubiquitin chain formation. P61088. TR-FRET. inhibition, % at 20 µM. 330,000 compounds, 0.47% hits; in the data active means inhibition above about 45%, passing the limit was not always enough
697 NFkB inh: lowers PMA/ionomycin-induced NF-kB signal in 697 B cells | 697 B-cell NF-kB luciferase reporter, 16 h | inhibition, % at 4 µM | 330,000 compounds, 0.33% hits; in the data active means inhibition above about 35%
CXCR6 block: inhibitors of human CXCR6 receptor; O00574; CHO-K1 PathHunter CXCR6 beta-arrestin, luminescence; inhibition, % at 20 µM; 360,000 compounds, 0.36% hits; AID 602244; in the data active means inhibition above about 34%, passing the limit was not always enough;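 further: antagonist mode with CXCL16 agonist at 10 nM final; 0% = 10 nM CXCL16 with DMSO and 100% = unstimulated wells without agonist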
Target sequence (O00574 whole entry, looked up): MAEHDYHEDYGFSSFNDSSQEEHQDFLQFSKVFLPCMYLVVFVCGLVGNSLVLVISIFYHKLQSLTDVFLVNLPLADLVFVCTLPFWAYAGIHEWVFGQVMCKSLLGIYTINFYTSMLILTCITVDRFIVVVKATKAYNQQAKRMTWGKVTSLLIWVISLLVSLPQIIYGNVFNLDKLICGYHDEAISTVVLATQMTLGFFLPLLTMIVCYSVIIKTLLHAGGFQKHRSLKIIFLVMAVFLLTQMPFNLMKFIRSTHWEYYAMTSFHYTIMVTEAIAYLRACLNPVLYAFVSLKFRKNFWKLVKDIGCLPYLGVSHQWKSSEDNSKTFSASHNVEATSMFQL
CCR6 antag: blocks CCL20-driven beta-arrestin recruitment at human CCR6; P51684; CHO-K1 CCR6 PathHunter beta-arrestin, luminescence, CCL20-stimulated; inhibition, % at 20 µM; 340,000 compounds, 0.49% hits;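 active means compounds whose inhibition of the agonist-driven luminescence signal at 20 µM reaches about 50%, limit read from the data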;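 further: cells stimulated with CCL20 at 14 nM final; plate controls were DMSO with CCL20 for no effect and DMSO without agonist for full effect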
EBI2 block: blocks human EBI2 receptor beta-arrestin signaling. P32249. EBI2 beta-arrestin recruitment, luminescence, 7a,25-OHC stimulated. inhibition, % at 5 µM. 360,000 compounds, 0.81% hits. AID 651636; in the data active means inhibition above about 38%;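 further: enzyme fragment complementation signal reports receptor beta-arrestin coupling in cells; 0% = agonist plus DMSO wells and 100% = wells without agonist; some results beyond the cut were filed as inactive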
Target sequence (P32249 whole entry, looked up, the tested form may be a part): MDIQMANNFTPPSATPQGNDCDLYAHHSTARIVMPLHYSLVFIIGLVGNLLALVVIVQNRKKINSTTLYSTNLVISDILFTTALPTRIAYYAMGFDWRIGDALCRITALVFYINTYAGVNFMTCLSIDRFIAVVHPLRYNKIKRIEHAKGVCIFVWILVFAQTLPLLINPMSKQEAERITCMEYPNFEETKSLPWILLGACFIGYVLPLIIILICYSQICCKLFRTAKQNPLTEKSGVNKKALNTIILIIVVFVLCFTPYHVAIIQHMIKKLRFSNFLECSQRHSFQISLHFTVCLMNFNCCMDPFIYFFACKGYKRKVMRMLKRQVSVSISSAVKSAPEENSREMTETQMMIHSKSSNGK
APJ antag: APJ receptor antagonism. P35414. CHO-K1 APJ beta-arrestin complementation, luminescence. inhibition, % at 20 µM. 330,000 compounds, 0.32% hits. AID 2521;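 active means inhibition above about 40% at 20 µM, limit read from the data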;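 further: cells challenged with 10 nM apelin-13 agonist together with compound; plate controls were apelin-13 plus DMSO wells for no effect and DMSO wells lacking apelin-13 for full effect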
Target sequence (P35414 whole entry, looked up): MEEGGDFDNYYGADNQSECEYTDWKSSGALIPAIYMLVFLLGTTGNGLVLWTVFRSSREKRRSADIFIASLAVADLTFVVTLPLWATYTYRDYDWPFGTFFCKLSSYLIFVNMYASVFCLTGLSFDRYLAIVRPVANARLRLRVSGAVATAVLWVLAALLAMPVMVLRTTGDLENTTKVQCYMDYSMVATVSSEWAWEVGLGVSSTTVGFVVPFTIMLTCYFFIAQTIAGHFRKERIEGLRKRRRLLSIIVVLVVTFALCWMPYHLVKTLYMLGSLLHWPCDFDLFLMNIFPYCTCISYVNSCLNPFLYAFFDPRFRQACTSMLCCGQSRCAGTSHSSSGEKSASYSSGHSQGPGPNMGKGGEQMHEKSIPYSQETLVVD
Jurkat NFkB inh: inhibitors of the PMA/ionomycin-induced NF-kB reporter in Jurkat cells; 330,000 compounds, 0.53% hits; inhibition, % at 4 µM; PMA/ionomycin-induced NF-kB luciferase reporter, luminescence; in the data active means inhibition above about 50%
* hit, by the source's call; nt = not tested or not shown; & = joins results of further samples.

SMILES	Gli-Sufu antag	UBC13 inh	697 NFkB inh	CXCR6 block	CCR6 antag	EBI2 block	APJ antag	Jurkat NFkB inh
CCC(C)NC(=O)c1ccc(NC(=O)CC2SC(N3CCCC3)=NC2=O)cc1 (stereo unspecified)	-13	2	21	1	21	9	-5	8
C=CCn1c(SCC(=O)Nc2cc(C)on2)nc2c([nH]c3ccccc32)c1=O	-1	2	6	-2	1	-1	-2	6
O=C(NCCN1CCOCC1)c1ccc(CSCc2cccc(Cl)c2)o1	2	-3	4	-3	11	11	0	-3
O=C(c1ccc2c(c1)CCN2S(=O)(=O)c1ccccc1)N1CCN(c2ccc(F)cc2)CC1	51	6	2	4	7	-7	12	17
CSc1nc(N)nc2c1ncn2CC(=O)NCCCc1ccccc1	18	-14	-31	-10	7	-2	4	-9
Cc1ccc(CNC(=O)COC(=O)C2CCN(S(=O)(=O)c3cccs3)CC2)cc1	-1	-1	-4	-6	1	0	-1	8
C=CCc1ccc(OCC(O)CN2CCCCC2)c(OC)c1 (stereo unspecified)	-3	-3	-2	6	5	-3	2	1
CCCCCCNC(=O)CSc1nccn1Cc1ccccc1	-9	4	6	-6	10	-4	16	8
N#Cc1ccc(CSc2nnc(-c3cccnc3)n2-c2ccccc2)cc1	2	-4	-5	8	0	7	16	-4
COc1ccc2nc(NC(=O)CCc3ccc(OC)c(OC)c3)sc2c1	-4	8	6	3	-6	0	-4	-9
CC(=O)N1CCN(c2ccccc2NC(=O)COc2ccccc2C)CC1	16	11	0	13	26	5	9	4
COCCCn1c(SCC(=O)Nc2oc(C)c3c(C)n[nH]c(=O)c23)nc2ccccc2c1=O	-12	-1	23	0	3	3	18	-2
CCOC(=O)CS(=O)(=O)c1nc(-c2ccc(F)cc2)cc(C(F)(F)F)n1	-6	6	-4	67*	52*	60*	35	9
CC(OC(=O)c1ccc2noc(-c3ccccc3)c2c1)C(N)=O (stereo unspecified)	9	-4	-148	-10	-5	-1	7	-50
CC(=O)Nc1ccc(Nc2nnc(-c3ccc(C)c(S(=O)(=O)NCCO)c3)c3ccccc23)cc1	-3	-9	-3	11	17	12	-8	11
O=C1CSC(c2ccccc2F)N1c1cc(Cl)ccc1O (stereo unspecified)	12	-12	-3	-2	10	0	8	-11
C=CCNC(=O)c1ccccc1NC(=O)c1ccccc1N(C)S(C)(=O)=O	-5	7	7	6	-4	12	-4	9
O=C(CCn1nc(-c2ccc(F)cc2)ccc1=O)NCc1ccccc1	-2	5	8	7	1	-9	-4	3
COc1ccccc1C1=NOC(C(=O)N2CCN(C(=O)c3ccco3)CC2)C1 (stereo unspecified)	4	0	3	-1	-1	3	-3	16
COC(=O)c1ccc(NC(=O)Cn2c(-c3nonc3N)nc3ccccc32)cc1	-8	1	18	2	15	8	-18	7
Cn1c(SCC(=O)C(C)(C)C)nnc1-c1ccccn1	1	2	-4	1	-8	-7	6	4
Cc1cc(NC(=O)c2cc([N+](=O)[O-])cc([N+](=O)[O-])c2)no1	-9	-4	4	-13	-8	-21	-42	17
COc1cccc(N2C(=O)Nc3ccc(Br)cc3C2(O)C(=O)NCCN(C)C)c1 (stereo unspecified)	-1	-1	15	-3	5	-1	-3	-17
Cc1ccccc1C1C(C#N)=C2N=C(N)c3c(sc4c3CCCCC4)N2C2=C1C(=O)CCC2 (stereo unspecified)	7	-8	3	17	31	8	-31	-9
NC(=O)NOCc1ccccc1F	-1	4	17	0	3	-3	-4	10
CC1(C)C(=O)OC(c2c(F)c(F)c(F)c(F)c2F)C2(CCCCC2)C1=O (stereo unspecified)	2	-6	-11	2	-3	15	2	-21
CCC12CN(S(=O)(=O)c3ccc(C)cc3)CC(CC)(CN(S(=O)(=O)c3ccc(C)cc3)C1)C2=O	11	4	3	9	13	-2	10	6
CN(C)C(=O)C(=O)c1cccn1-c1cccc(Cl)c1C#N	-8	5	9	3	9	3	10	-6
Cc1ccc(C(=O)OCCN2CCN(c3ncc(C(F)(F)F)cc3Cl)CC2)cc1	8	11	0	2	0	0	22	2
CCCCCCSc1cc(-c2nc3ccc(C)cn3c2NCc2ccccc2)ccc1OC	26	14	-10	18&21	30	37&37	-29	5
COc1ccc(C(=O)CSc2ccc(-c3ccccc3)nn2)cc1	-17	4	6	-11	10	-1	9	0
CCCCNC(=O)c1ccc(/C=C2\Oc3ccccc3N(C)C2=O)cc1	-44	6	-147	1	-14	-17	12	-14
Clc1ccccc1-c1nnc(-c2ccc3c(c2)OCO3)o1	-62	1	-159	2	15	7	5	-149
CCOc1ncccc1C(=O)OCc1nnc(-c2ccccc2)o1	-3	-7	-6	1	5	6	6	-18
Cc1cccc(-n2c(O)c(C=NCCCN3CCOCC3)c3ccccc3c2=O)c1	10	-9	-4	-2	11	5	-11	-1
O=C(OCc1cccc(F)c1)c1cc2ccccc2cc1O	2	-1	13	0	13	0	-24	10
COc1ccc(C(=O)N/C(=C\c2ccccc2)C(=O)NCc2cccnc2)cc1	-25	6	12	3	8	-19	3	20
O=C(CSc1ccc(-c2cccc([N+](=O)[O-])c2)nn1)N1CCCCCC1	1	11	13	-8	0	2	0	7
CCOC(=O)c1[nH]c(C)c(C(=O)OC(C)C(=O)Nc2ncc(Cl)cc2Cl)c1C (stereo unspecified)	6	-4	5	0	-14	1	4	29
COc1c(C)cccc1C(=O)NCc1ccc2c(c1)OCO2	12	6	-11	4	13	2	16	-14

The closing 5 entries of the section before lead into the next:
SMILES	Gli-Sufu antag	UBC13 inh	697 NFkB inh	CXCR6 block	CCR6 antag	EBI2 block	APJ antag	Jurkat NFkB inh
O=C(OCc1cccc(F)c1)c1cc2ccccc2cc1O	2	-1	13	0	13	0	-24	10
COc1ccc(C(=O)N/C(=C\c2ccccc2)C(=O)NCc2cccnc2)cc1	-25	6	12	3	8	-19	3	20
O=C(CSc1ccc(-c2cccc([N+](=O)[O-])c2)nn1)N1CCCCCC1	1	11	13	-8	0	2	0	7
CCOC(=O)c1[nH]c(C)c(C(=O)OC(C)C(=O)Nc2ncc(Cl)cc2Cl)c1C (stereo unspecified)	6	-4	5	0	-14	1	4	29
COc1c(C)cccc1C(=O)NCc1ccc2c(c1)OCO2	12	6	-11	4	13	2	16	-14
CCN(CC)S(=O)(=O)c1cc(NC(=O)CN2C(=O)NC(C)(c3ccccc3)C2=O)ccc1C (stereo unspecified)	15	0	-17	-3	12	3	-24	-14
CC(=O)Nc1ccc(S(=O)(=O)N2CCCC3CCCCC32)cc1 (stereo unspecified)	6	3	-2	-3	16	-9	-7	4
O=C1C2C3C=CC(C3)C2C(=O)N1c1ccccc1OS(=O)(=O)c1ccccc1 (stereo unspecified)	28	-4	-19	-6	-6	-8	1	-16
CCC(C)[C@H](N)c1nnc(SCC(=O)c2ccc(Cl)cc2)o1 (stereo partly specified)	26	6	44*	2	-1	1	13	8
COc1ccc(-c2nc3ccc(C)cc3c(=O)o2)cc1OC	-9	8	3	0	11	13	-3	-6
CC(C)(C)c1ccc(OCC(=O)NNC(=O)Nc2ccccc2)cc1	4	6	0	-13	-10	2	3	10
O=C(NCCN1CCOCC1)/C(=C/c1ccco1)NC(=O)c1ccccc1	4	-12	-28	0	6	4	7	13
COC(=O)c1ccc(/C=N/Nc2nc3ccccc3[nH]2)cc1	-26	-6	-51	-2	12	-4	-4	-66
COc1ccc(N2CCN(C(=S)Nc3ccc(S(N)(=O)=O)cc3)CC2)cc1	3	6	9	-2	10	-11	-13	3
CC(=O)Nc1ccc(NC(=O)COc2ccccc2C(=O)Nc2cccc(Cl)c2Cl)cc1	11	nt	nt	2	0	-8	nt	nt
CCOc1ccc2nc(Cl)c(C3CC(c4ccccc4)=NN3C(=O)c3ccco3)cc2c1 (stereo unspecified)	nt	18	14	nt	nt	nt	8	-6
COc1ccc(C(C(=O)NC2CCCCC2)N(Cc2ccco2)C(=O)c2ccccn2)c(OC)c1 (stereo unspecified)	-23	5	-2	8	10	1	14	10
CCOc1ccc(NC(=O)NNC(=O)C(C)Oc2ccccc2OC)cc1 (stereo unspecified)	-6	4	10	15	9	-14	-4	-9
CCCc1nnc(NC(=O)CCC(=O)N2CCN(Cc3cc(Cl)ccc3OC)CC2)s1	-5	-7	-55	1	-5	-6	-31	-18
Cc1ccc(C(C#N)c2ccc3c(C(F)(F)F)cc(C(F)(F)F)nc3n2)cc1 (stereo unspecified)	53	-91	-22	35	54*	-9	49*	3
CCOc1cc(NC(=S)Nc2ccccc2OC)c(OCC)cc1NC(=O)c1ccccc1C	-10	-1	22	17	17	20	2	8
COc1ccc(-c2ccc(-c3noc(-c4cccc(OC)c4)n3)c(OC)n2)cc1	4	25	-22	11	12	-6	1	7
O=C(c1ccccc1NS(=O)(=O)c1ccccc1[N+](=O)[O-])N1CCOCC1	-9	3	2	-2	0	-2	1	-9
CCOc1ccccc1NC(=S)N1CCC(NC(=O)c2ccco2)CC1	8	-9	-17	-1	-6	-12	17	-9
Nc1nc(=S)n(-c2ccccc2)[nH]1	-4	-11	8	-3	-19	-11	12	-8

Some values from above:
`COc1ccc(-c2ccc(-c3noc(-c4cccc(OC)c4)n3)c(OC)n2)cc1` in APJ antag has 1
`CC(C)(C)c1ccc(OCC(=O)NNC(=O)Nc2ccccc2)cc1` in CCR6 antag has -10

(next part)
SMILES	Gli-Sufu antag	UBC13 inh	697 NFkB inh	CXCR6 block	CCR6 antag	EBI2 block	APJ antag	Jurkat NFkB inh
O=C(O)CCc1cccnc1	2	-8	-11	-4	-6	-1	-16	-27
CCOc1ccccc1CNC(=O)CCCc1cn(C)c2ccccc12	6	3	1	6	17	4	-6	-15
O=C(NCc1cccnc1)Nc1ccccc1F	-6	5	2	6	-8	0	-27	-14
Cc1ccccc1Cn1c(NC2CCCC2)nc2c1c(=O)[nH]c(=O)n2C	4	3	9	-2	12	28	7	10
Cc1ccnc(NS(=O)(=O)c2ccc(NC(=O)C3CCCNC3=O)cc2)n1 (stereo unspecified)	6	-4	5	1	-10	-2	-2	15
Cc1nnc(NN)n(N)c1=O	-5	-4	9	2	-22	2	-17	16
O=C(Cn1cnc2ccccc2c1=O)Nc1ccc2c(c1)CCC2	3	20	19	0	0	-4	-22	8
COc1cccc(NC(=O)Cc2ccccc2)c1	-76	7	-68	0	13	-12	5	-99
CC(C)CCNc1ncnc2c1nnn2Cc1ccccc1	20	-3	-7	-10	2	9	5	-1
Cc1ccc(C)c(NC(=S)N2CCN(S(C)(=O)=O)CC2)c1	20	6	11	22	5	-3	5	-2
O=C(/C=C\Nc1ccccn1)c1ccccc1	-72	-8	-249	3	-33	0	-18	-106
Fc1ccc(-c2ccc3c(c2)C2CC3CCN2Cc2ccc3c(c2)OCO3)cc1 (stereo unspecified)	1	nt	nt	-4	9	5	nt	nt
CCNC(=O)NC1(C(=O)N2CCC(Cc3ccccc3)CC2)CCCCC1	2	-8	-5	-1	6	2	17	-3
CCCCOc1ccc(/C(N)=N/O)cc1	-31	6	-1	5	-11	3	6	-19
CC(C)C(c1nnnn1Cc1ccc2c(c1)OCO2)N1CCN(C)CC1 (stereo unspecified)	7	7	9	0	-3	6	-11	7
NC(=O)C1CCCCc2c1[nH]c1ccc(Cl)cc21 (stereo unspecified)	-1	11	-3	-9	-3	-12	5	-4
CSc1ccccc1NC(=O)CN(C)CC(=O)Nc1ccc(Cl)cc1[N+](=O)[O-]	1	3	-6	-14	-21	-5	-12	5
COc1ccnc(CN(C)C(=O)C2CCC(=O)N(Cc3cccc(C(F)(F)F)c3)C2)c1 (stereo unspecified)	-11	1	19	8	7	9	13	-5
Cc1cc(C)nc(SCCC(=O)Nc2ccccc2Cl)n1	-9	4	19	5	-3	-12	-2	3
CCc1ccccc1NS(=O)(=O)c1c(C(=O)N2CCCCCC2)c(C)n(C)c1C	20	-1	-55	-5	-2	-5	-6	-17
CC1CCC(NC(=O)CN(C)S(=O)(=O)c2ccc3c(c2)CCC(=O)N3)CC1 (stereo unspecified)	-8	6	8	-5	7	6	-2	-3
CCc1ccc(NC(=O)Nn2cnnc2)cc1	4	-2	13	-1	3	12	10	9
Cc1ccccc1-c1nc(CS(=O)(=O)CC(=O)NCc2ccco2)c(C)o1	-10	-6	2	-9	14	-2	4	-4
